Compound activity deposited in PubChem BioAssay by National Center for Advancing Translational Sciences (NCATS).
ERG-DNA inh: qHTS for Small Molecule Inhibitors of the ERG Ets/DNA interaction; Transcriptional regulator ERG (Homo sapiens), P11308; fluorescence polarization, His-ERG Ets domain / labelled DNA; Potency, µM (highest dose often 76.9 µM), inactives show top-dose FP activity, negative = inhibition, actives largely listed as inhibitors; 0.028% of 370,000 active; AID 624246, 2012; active means well fitted inhibition curve with a large enough effect in the polarisation, with a control signal flat; inconclusive means small, poorly fitted or top-dose-only effect, or effect the other way, or a change in a side signal; inactive means no such curve, though single readings can be large or run the other way; the % refers to the polarisation;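 further: polarization taken with two DNA probes labelled with fluorescein and Texas red; potency means the concentration at half of the fitted maximal effect; % of control where 0% means no effect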
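His-tagged ERG Ets domain (1 uM in the protein solution; 300mM KCl, 50mM Tris-HCl, 1mM EDTA, 1mM DTT, pH 7.5) received compound, then a probe mix of 5 nM fluorescein-DNA and 100nM Texas-615-DNA. Fluorescence polarization was read for both dyes.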
TRHR ag: qHTS for Small Molecule Agonists and Allosteric Enhancers of Human TRH Receptor: Primary Screen for Agonists. TRHR cells, calcium flux fluo-8, FDSS agonist mode. 0.18% of 360,000 active. activation, % at 2 µM. AID 493084, 2011; in the data active means activation above about 30%; further: 0% is about no effect
Target sequence (P34981 whole entry, looked up): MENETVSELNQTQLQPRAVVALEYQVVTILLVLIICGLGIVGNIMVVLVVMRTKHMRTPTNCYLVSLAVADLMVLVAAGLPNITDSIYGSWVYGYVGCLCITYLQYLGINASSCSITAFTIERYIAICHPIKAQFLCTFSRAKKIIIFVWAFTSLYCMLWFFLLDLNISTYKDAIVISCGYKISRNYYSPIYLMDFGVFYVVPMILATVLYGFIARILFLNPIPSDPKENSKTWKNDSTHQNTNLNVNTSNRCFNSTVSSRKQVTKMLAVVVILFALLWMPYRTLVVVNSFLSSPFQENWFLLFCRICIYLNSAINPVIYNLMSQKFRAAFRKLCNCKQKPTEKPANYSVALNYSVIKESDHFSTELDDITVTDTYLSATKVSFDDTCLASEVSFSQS
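Steps: seed TRHR cells overnight; add fluo-8 no-wash Ca dye, RT 30 min–1.5 h; record 10 s baseline; pin-transfer compounds; monitor fluorescence 1 cycle/s for the agonist window. Calcium increases flag candidate agonists.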
APE1 inh: qHTS Assay for Inhibitors of the Human Apurinic/apyrimidinic Endonuclease 1 (APE1); DNA repair nuclease/redox regulator APEX1 (Homo sapiens), P27695; recombinant APE1, TAMRA/BHQ-2 abasic DNA cleavage fluorescence; Potency, µM (series often up to 65.8 µM), inactives show at the top dose activity change, negative = inhibition, hits mostly inhibitors; 0.35% of 350,000 active; AID 2517, 2012;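 further: potency means the concentration at half of the fitted maximal effect; plate controls were vehicle for no effect and reference inhibitor for full effect; nearly all actives have a fitted effect of over 55% in size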
Target sequence (P27695 whole entry, looked up): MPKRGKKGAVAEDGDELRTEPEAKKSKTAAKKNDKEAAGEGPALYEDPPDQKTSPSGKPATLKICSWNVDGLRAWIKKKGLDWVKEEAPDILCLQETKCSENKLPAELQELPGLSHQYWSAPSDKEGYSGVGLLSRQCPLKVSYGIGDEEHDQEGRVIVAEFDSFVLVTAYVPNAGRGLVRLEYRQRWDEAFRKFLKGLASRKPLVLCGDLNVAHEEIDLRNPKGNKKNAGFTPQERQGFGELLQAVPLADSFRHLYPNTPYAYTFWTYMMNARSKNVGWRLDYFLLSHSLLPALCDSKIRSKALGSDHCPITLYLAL
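0.75 nM APE1 + cpd, 15 min RT; start w/ 50 nM TAMRA/BHQ-2 THF-abasic dsDNA; kinetic fluor 525/598 nm ×3 reads @60 s; Δ(read3−read1); normalized to DMSO and NSC13755 control wells.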
Pol iota inh: qHTS for Inhibitors of Polymerase Iota; Potency, µM (doses to about 115 µM), for inactives: top-dose activity, negative = inhibition, most hits filed as inhibitors; Pol iota fluorescent replication assay, 10 min; 1% of 390,000 active; AID 588590, 2011; further: potency means the concentration at half of the fitted maximal effect
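Pol iota at 10 nM preincubated 15 min with compounds at room temperature; reaction started with fluorescent substrate, 50 nM final. Fluorescence read kinetically at 0 and 10 min; buffer-only wells as negative control.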
BLM helicase inh: qHTS Assay for Inhibitors of Bloom's syndrome helicase (BLM); RecQ-like DNA helicase BLM (Homo sapiens), P54132; recombinant BLM DNA unwinding, fluorescence dequenching; Potency, µM (titrated, usually from 56.1 µM), inactives show at the top dose activity change, negative = inhibition, hits mostly inhibitors; 0.2% of 350,000 active; AID 2528, 2010;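 further: potency means the concentration at half of the fitted maximal effect; plate controls were vehicle for no effect and no enzyme for full effect; nearly all actives have a fitted effect of over 35% in size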
12-LOX inh: Primary qHTS assay for inhibitors of human arachidonate 12S-lipoxygenase (ALOX12): Round 2. purified 12hLO, xylenol orange hydroperoxide absorbance. Potency, µM (series often up to 108 µM), inactives show at the top dose activity change, negative = inhibition, actives largely listed as inhibitors. 1.1% of 580,000 active. AID 1671190, 2021; further: potency means the concentration at half of the fitted maximal effect; on the % scale 0 is the no-effect control and ±100 the full control effect
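Purified human 12hLO at 150 nM in 25 mM Hepes, 0.01% Triton X-100, pH 7.0, preincubated 15 min at room temperature with compound. Reaction started with 40 uM arachidonic acid, 30 min at room temperature. Hydroperoxide measured by Fe-xylenol orange, 573/405 nm absorbance ratio.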
Anesthetic bind: qHTS Assay for Identification of Novel General Anesthetics | Ferritin light chain (Equus caballus), P02791 | apoferritin/1-aminoanthracene competitive binding, fluorescence | Potency, µM (series often up to 77.5 µM), for inactives: at the highest dose activity change, negative = displacement, actives largely listed as inhibitors | 0.074% of 350,000 active; further: potency means the concentration at half of the fitted maximal effect; on the % scale 0 is the no-effect control and ±100 the full control effect; nearly all actives have a fitted effect of over 20% in size
Target sequence (P02791 2-175 limits assumed): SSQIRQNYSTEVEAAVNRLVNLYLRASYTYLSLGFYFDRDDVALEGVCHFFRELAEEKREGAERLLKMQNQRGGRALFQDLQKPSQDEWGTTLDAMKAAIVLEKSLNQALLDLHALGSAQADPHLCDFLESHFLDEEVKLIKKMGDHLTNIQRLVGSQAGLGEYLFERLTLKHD
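Concentration-response curves derived by four-parameter Hill fitting of normalized fluorescence, where compounds displaced 1-AMA from 10 uM horse apoferritin following a brief 10 min room-temperature incubation; propofol titration acted as positive control.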
Pol beta inh: qHTS Assay for Inhibitors of DNA Polymerase Beta; Pol beta primer extension/strand displacement, fluorescence kinetic; Potency, µM (series often up to 114 µM), for inactives: at the highest dose activity change, negative = inhibition, usual class: inhibitors; 1.3% of 340,000 active; AID 485314, 2010; further: potency means the concentration at half of the fitted maximal effect; on the % scale 0 is the no-effect control and ±100 the full control effect
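Curves were derived by four-parameter Hill fits of normalized qHTS data. The kinetic fluorescent primer-extension read was taken at 0 and 10 min after 50 nM substrate, following a 15 min room-temperature preincubation of 10 nM enzyme with compounds.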
POLK inh: qHTS for Inhibitors of Polymerase Kappa; Potency, µM (highest dose often 107 µM), for inactives: top-dose activity, negative = inhibition, actives largely listed as inhibitors; 0.53% of 400,000 active; DNA polymerase kappa (Homo sapiens), Q9UBT6; purified Pol kappa, fluorescent DNA synthesis assay, 10 min; further: potency means the concentration at half of the fitted maximal effect; on the % scale 0 is the no-effect control and ±100 the full control effect
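Inhibition of 10 nM Pol kappa is measured by a fluorescent read-out at 0 and 10 min following addition of 50 nM substrate (final), with a 15-min room-temperature compound preincubation.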
Starred values were filed as active, the others as inactive; [ ] = dose if it differs, or a comment. Unless noted, the call rests on the fitted dose curve; in most records, active means well fitted curve in the direction sought with a large enough effect; inconclusive means small, poorly fitted or top-dose-only effect, or another doubt; inactive means no such curve, though single readings can be large; an effect the other way counts as inactive or inconclusive. Only part of the results is shown (hit frequency here may not be typical).

Results for CN(C)c1cccc(C(=O)OCC(=O)N2CCc3ccccc3C2)c1 ?
ERG-DNA inh: 16%; TRHR ag: -0.3; APE1 inh: 3%; Pol iota inh: 46%[activator]; BLM helicase inh: 2%; 12-LOX inh: 7%; Anesthetic bind: 11%; Pol beta inh: -3%; POLK inh: -11%

How did Cc1ccccc1OCc1cc(=O)n2c(-c3ccccc3)csc2n1 do in these assays?
ERG-DNA inh: 0%; TRHR ag: -0.7; Pol iota inh: 12%; BLM helicase inh: -3%; 12-LOX inh: 0%; Anesthetic bind: 1%; Pol beta inh: 25%; POLK inh: -9%

How did O=C(NN=Cc1cc(Br)c(O)c(Br)c1)c1ccccc1NS(=O)(=O)c1cccs1 do in these assays?
ERG-DNA inh: 6%; APE1 inh: 4%; Pol iota inh: -20%; 12-LOX inh: -2%; POLK inh: -10%

How did CC(C)(C)C(=O)CSc1nc2ccsc2c(=O)n1Cc1ccccc1Cl do in these assays?
ERG-DNA inh: -2%; TRHR ag: 0.1; Pol iota inh: -15%; BLM helicase inh: -4%; 12-LOX inh: -19%; Anesthetic bind: -20%; Pol beta inh: 22%; POLK inh: -3%[60.1 µM]

How did COc1cccc(/C=N/NC(=O)c2c(C)nc3ccc(Cl)cn23)c1O do in these assays?
ERG-DNA inh: -7%; TRHR ag: 16; APE1 inh: -10%; Pol iota inh: 8%; BLM helicase inh: -5%; 12-LOX inh: -10%; Anesthetic bind: -7%; Pol beta inh: 44%; POLK inh: -4%

What do the screens show for `COc1ccc(CCNC(=O)CN2C(=O)COc3ccc(C)cc32)cc1OC`?
ERG-DNA inh: 1%; TRHR ag: -0.6; Pol iota inh: -2%; BLM helicase inh: 0%; 12-LOX inh: 1%; Anesthetic bind: -3%; Pol beta inh: inconclusive; POLK inh: -4%

What do the screens show for `Cc1cccc(C)c1OC(=O)CSc1nnc(-c2ccccc2)o1`?
ERG-DNA inh: 10%; TRHR ag: -0.2; APE1 inh: -3%; Pol iota inh: -10%; BLM helicase inh: 2%; 12-LOX inh: 30%[activator]; Anesthetic bind: -13%; Pol beta inh: 22%; POLK inh: 8%

Results for CC1(C)CC2(CCO1)OC(=O)CC2C(=O)Nc1ccc(Br)cc1 (stereo not given) ?
ERG-DNA inh: 5%; TRHR ag: 0.6; APE1 inh: 2%; Pol iota inh: 38%[activator]; BLM helicase inh: -1%; 12-LOX inh: -2%; Anesthetic bind: 1%; Pol beta inh: 4%; POLK inh: -10%

Results for CC(Sc1ncnc2c1cnn2-c1ccccc1)C(=O)NCC1CCCO1 (stereo not given) ?
ERG-DNA inh: 14%; TRHR ag: 0.6; APE1 inh: 24%; Pol iota inh: 24%; BLM helicase inh: -1%; 12-LOX inh: 15%; Anesthetic bind: -14%; Pol beta inh: -17%; POLK inh: 7%

What do the screens show for `O=C(O)c1cc2c(ccc3ccccc32)o1`?
TRHR ag: -0.7; APE1 inh: inconclusive; Pol iota inh: 14%; BLM helicase inh: 1%; 12-LOX inh: -10%; Anesthetic bind: -6%; Pol beta inh: 2%; POLK inh: -4%

Results for O=C(COc1ccccc1)Nc1cccc2nsnc12 ?
ERG-DNA inh: -12%; TRHR ag: 0.2; APE1 inh: inconclusive; Pol iota inh: 38%[activator]; BLM helicase inh: -8%; 12-LOX inh: 0%[57.4 µM]; Anesthetic bind: -15%; Pol beta inh: 9%; POLK inh: -8%

Results for Cn1c(=O)c2c(ncn2CC(=O)N2CCN(c3cccc(Cl)c3)CC2)n(C)c1=O ?
ERG-DNA inh: -9%; TRHR ag: -0.6; APE1 inh: -2%; Pol iota inh: -10%; BLM helicase inh: -2%; 12-LOX inh: -25%; Anesthetic bind: -8%; Pol beta inh: 6%; POLK inh: 0%

Gathered by group, the compounds so far with an aryl methoxy group (2)
How did COc1cccc(/C=N/NC(=O)c2c(C)nc3ccc(Cl)cn23)c1O do in these assays?
ERG-DNA inh: -7%; TRHR ag: 16; APE1 inh: -10%; Pol iota inh: 8%; BLM helicase inh: -5%; 12-LOX inh: -10%; Anesthetic bind: -7%; Pol beta inh: 44%; POLK inh: -4%

What do the screens show for `COc1ccc(CCNC(=O)CN2C(=O)COc3ccc(C)cc32)cc1OC`?
ERG-DNA inh: 1%; TRHR ag: -0.6; Pol iota inh: -2%; BLM helicase inh: 0%; 12-LOX inh: 1%; Anesthetic bind: -3%; Pol beta inh: inconclusive; POLK inh: -4%

More structures follow:
How did CCOc1cc(/C=C/C(=O)OCC(=O)NCc2ccco2)cc(Cl)c1OC do in these assays?
ERG-DNA inh: -7%; TRHR ag: -0.1; APE1 inh: -4%; Pol iota inh: inconclusive; 12-LOX inh: -10%; POLK inh: -8%

Results for COc1ccc(S(=O)(=O)Nc2cc3c(cc2C(C)=O)OCO3)cc1 ?
ERG-DNA inh: -5%; TRHR ag: -0.5; APE1 inh: 22%; Pol iota inh: 27%; BLM helicase inh: -1%; 12-LOX inh: 0%; Anesthetic bind: -12%; Pol beta inh: 4%; POLK inh: -5%

How did CC(C)Cc1nn2c(=O)cc(COC(=O)c3ccccc3NC(=O)c3ccccc3)nc2s1 do in these assays?
ERG-DNA inh: 1%; TRHR ag: -1.2; Pol iota inh: -20%; BLM helicase inh: -5%; 12-LOX inh: -23%; Anesthetic bind: 61%[activator]; Pol beta inh: 6%; POLK inh: -10%[60.1 µM]

Results for COc1ccc(C(=O)Oc2ccc3oc(=O)sc3c2)cc1 ?
ERG-DNA inh: 5%; TRHR ag: -0.1; APE1 inh: 5%; Pol iota inh: -4%; BLM helicase inh: -5%; 12-LOX inh: -21%; Anesthetic bind: inconclusive; Pol beta inh: inconclusive; POLK inh: -12%

Results for COC(=O)CSc1nc(N2CCOCC2)c2c(c1C#N)CC(C)(C)OC2 ?
ERG-DNA inh: 22%; TRHR ag: -1.4; APE1 inh: 70%[activator]; Pol iota inh: 9%; BLM helicase inh: -1%; 12-LOX inh: 102%[activator]; Anesthetic bind: 3%; Pol beta inh: 5%; POLK inh: 9%

How did O=C(O)CSc1nccc2ccccc12 do in these assays?
ERG-DNA inh: 5%; TRHR ag: 1.1; APE1 inh: 1%; Pol iota inh: 50%[activator]; BLM helicase inh: -4%; 12-LOX inh: inconclusive; Anesthetic bind: -5%; Pol beta inh: 1%; POLK inh: 2%

Results for Cc1ccc(CNC(=O)c2ccc3c(c2)NC(=O)C(CS(=O)(=O)Cc2cccc(F)c2)N3)cc1 (stereo not given) ?
ERG-DNA inh: 4%; TRHR ag: -1.2; Pol iota inh: 33%[activator]; BLM helicase inh: -2%; 12-LOX inh: inconclusive; Anesthetic bind: 42%[activator]; Pol beta inh: -21%; POLK inh: -19%

How did COc1ccccc1-c1cc(Nc2ccc(F)cc2)ncn1 do in these assays?
APE1 inh: -5%; BLM helicase inh: -6%; 12-LOX inh: inconclusive; POLK inh: -6%[60.1 µM]

What do the screens show for `Cc1ccc(NC(=O)C(Cc2ccccc2)NS(=O)(=O)c2ccc3c(c2)c(=O)n(C)c(=O)n3C)cc1` (stereo not given)?
ERG-DNA inh: 4%; TRHR ag: -0.3; Pol iota inh: -17%; BLM helicase inh: -2%; 12-LOX inh: inconclusive; Anesthetic bind: -19%; Pol beta inh: 7%; POLK inh: -6%

How did CCOC(=O)C1CCCN(C(=O)c2cc3c(OC)c(OC)c(OC)cc3[nH]2)C1 (stereo not given) do in these assays?
ERG-DNA inh: 0%; TRHR ag: -1.6; APE1 inh: -18%; Pol iota inh: 12%; BLM helicase inh: -4%; 12-LOX inh: 55%[activator]; Anesthetic bind: -11%; Pol beta inh: 10%; POLK inh: -9%

What do the screens show for `Cc1cc(C)n(-c2nc3sc4c(c3c(=O)[nH]2)CCCC4)n1`?
TRHR ag: 0.4; APE1 inh: 2%; BLM helicase inh: -1%; Anesthetic bind: -10%; Pol beta inh: -1%

Results for O=C(C[n+]1cc(-c2ccc(F)cc2)n2c1CCC2)OCc1ccccc1 ?
ERG-DNA inh: 1%; TRHR ag: 0.1; APE1 inh: 4%; Pol iota inh: 16%; BLM helicase inh: 1%; 12-LOX inh: 0%; Anesthetic bind: -18%; Pol beta inh: 5%; POLK inh: -3%

What do the screens show for `Cc1cc(N2CCN(c3ccc(C(F)(F)F)cc3[N+](=O)[O-])CC2)c2ccccc2n1`?
ERG-DNA inh: 0%; TRHR ag: 0.0; APE1 inh: -18%; Pol iota inh: 40%[activator]; BLM helicase inh: -19%; 12-LOX inh: -23%; Anesthetic bind: -23%; Pol beta inh: 6%; POLK inh: -9%

What do the screens show for `CC(=O)c1ccc(N2C(=NC(=O)C3CCCO3)SC3CS(=O)(=O)CC32)cc1` (stereo not given)?
ERG-DNA inh: 16%; TRHR ag: 0.4; APE1 inh: 31%; Pol iota inh: -6%; BLM helicase inh: 1%; 12-LOX inh: 19%; Anesthetic bind: -6%; Pol beta inh: -11%; POLK inh: 4%
